Assay outcomes as filed in PubChem.
EPAC1 agonist: EPAC1 (human) agonism; O95398; Potency, µM (series often up to 154 µM), for the others: top-dose activation, hits mostly activators; actives 0.073% (n = 360,000); EPAC1 agonist qHTS, biochemical assay; response scale: 100% = response to 6.5 mM cAMP; note: potency is the fitted concentration of half-maximal effect; nearly all actives have a fitted effect of over 60% in size
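EPAC1 100 nM, Rap1B–BODIPY-GDP 250 nM, unlabeled GDP 50 uM; compound titration; 5 min RT; kinetic read ex480/em540 at 5-min intervals ×30 min; data normalized to 6.5 mM cAMP agonist control.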
Abeta yeast res: A-beta toxicity reversal in yeast. Potency, µM (top dose mostly 46.1 µM), for inactives: top-dose growth rescue, actives largely listed as activators. actives 0.063% (n = 410,000). yeast expressing A-beta42, growth rescue, OD600, 48 h; response scale: 0% DMSO, 100% iron-clioquinol control; note: potency is the fitted concentration of half-maximal effect; nearly all actives have a fitted effect of over 55% in size
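Growth rescue measured by 600 nm absorbance after 48 h yeast culture at 30 C with compound. Values normalized between DMSO and an equimolar ferric chloride plus clioquinol control.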
EPAC1 antagonist: antagonists of human EPAC1; actives 0.14% (n = 360,000); EPAC1 GEF assay, Rap1b-BODIPY-GDP exchange fluorescence; O95398; Potency, µM (top dose mostly 115 µM), for inactives: at the top dose activity change, negative = inhibition, actives largely listed as inhibitors;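 note: potency is the fitted concentration of half-maximal effect; plate controls were vehicle for no effect and positive control for full effect; nearly all actives have a fitted effect of over 50% in size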
PLK1 PBD inh: inhibitors of human PLK1 polo-box domain binding; actives 2.8% (n = 360,000); Potency, µM, without a hit: max response, negative = inhibition, usual class: inhibitors; Plk1 PBD binding of FITC phosphopeptide, fluorescence polarization; P53350; note: potency is the fitted concentration of half-maximal effect; series mostly up to about 57 µM; % is set by controls: 0 for no effect and ±100 for the full control effect; nearly all actives have a fitted effect of over 65% in size
Target sequence (P53350 whole entry, looked up, the tested form may be a part): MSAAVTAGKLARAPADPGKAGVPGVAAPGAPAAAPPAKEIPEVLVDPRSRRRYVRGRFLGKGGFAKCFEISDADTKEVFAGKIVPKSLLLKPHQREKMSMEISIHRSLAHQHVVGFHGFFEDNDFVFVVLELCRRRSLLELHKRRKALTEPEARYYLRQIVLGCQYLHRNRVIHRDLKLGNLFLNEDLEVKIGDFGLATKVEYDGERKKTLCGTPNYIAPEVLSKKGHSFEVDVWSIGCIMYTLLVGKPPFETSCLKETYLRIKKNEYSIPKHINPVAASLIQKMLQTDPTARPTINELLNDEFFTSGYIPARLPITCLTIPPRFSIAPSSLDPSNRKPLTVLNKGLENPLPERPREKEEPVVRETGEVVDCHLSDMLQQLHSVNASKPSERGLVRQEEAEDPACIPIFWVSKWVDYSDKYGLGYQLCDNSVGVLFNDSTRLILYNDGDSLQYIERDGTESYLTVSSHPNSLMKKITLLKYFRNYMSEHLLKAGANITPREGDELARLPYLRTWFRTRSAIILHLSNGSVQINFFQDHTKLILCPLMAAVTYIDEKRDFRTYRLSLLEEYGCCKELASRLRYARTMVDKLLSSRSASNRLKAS
PI5P4Ka inh: blocks human PI5P4K alpha kinase activity | P48426 | PI5P4Kalpha enzyme, ADP-Glo luminescence, 60 min; stronger effect = lower value | max response, % | actives 1.2% (n = 330,000) | AID 652105; active = max response of -50% or lower; inconclusive = between -30% and -50%; inactive = -30% or higher; note: value at the top dose of about 77 µM; % is set by controls: 0 for no effect and ±100 for the full control effect
Target sequence (P48426 whole entry, looked up): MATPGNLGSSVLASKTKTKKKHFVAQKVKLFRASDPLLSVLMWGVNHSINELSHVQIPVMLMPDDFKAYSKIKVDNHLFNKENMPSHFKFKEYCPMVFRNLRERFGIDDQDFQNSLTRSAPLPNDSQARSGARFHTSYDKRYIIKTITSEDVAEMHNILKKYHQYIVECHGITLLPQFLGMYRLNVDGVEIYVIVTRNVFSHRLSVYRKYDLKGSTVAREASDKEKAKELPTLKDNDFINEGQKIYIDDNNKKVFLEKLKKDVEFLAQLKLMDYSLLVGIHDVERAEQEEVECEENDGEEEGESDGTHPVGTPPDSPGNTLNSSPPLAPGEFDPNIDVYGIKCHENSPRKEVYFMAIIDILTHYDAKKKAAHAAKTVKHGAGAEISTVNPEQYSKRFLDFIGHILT
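Controls without substrate or without enzyme flank wells where PI5P4Kalpha converts substrate using 5 microM ATP (final). Incubation lasts 60 minutes at room temperature; ADP formed is read by ADP-Glo luminescence.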
IL2 activator: IL-2 activation. AID 652025. actives 0.065% (n = 360,000). IL-2 activation reporter assay, cell-based qHTS; stimulated with anti-CD3/CD4/CD28 beads; in transgenic mouse T cells. activation, % (series mostly up to about 46 µM); in the data active = activation above about 50%; inconclusive = mostly about 30% to 49%; note: 0% is about no effect
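Using fluorescent plate cytometry, EGFP and DsRed are detected in transgenic mouse T cells stimulated 18 h at 37 degrees C with antibody-coated beads after 60 min compound pretreatment.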
FUS suppressor: FUS proteinopathy suppression in yeast; S. cerevisiae FUS-expressing, growth rescue, OD600, 24 h; Potency, µM (top dose mostly 76.6 µM), inactives show at the highest dose growth rescue (activation), actives largely listed as activators; actives 0.24% (n = 390,000); AID 1347120;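 note: potency is the fitted concentration of half-maximal effect; plate controls were DMSO vehicle for no effect and reference control for full effect; nearly all actives have a fitted effect of over 55% in size; some results filed as inactive show a strong effect at the top dose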
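Steps: raffinose overnight preculture; dilution to OD 0.005 in 2% galactose minimal medium; compound addition (concentration series); 24hr at 30C, 99% humidity; absorbance read at 600 nm.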
WRN inhibitor: inhibitors of human WRN helicase | Q14191 | WRN helicase unwinding, fluorescent forked duplex, kinetic | Potency, µM (doses to about 114 µM), without a hit: top-dose activity change, negative = inhibition, actives largely listed as inhibitors | actives 0.46% (n = 360,000); note: potency is the fitted concentration of half-maximal effect; % is set by controls: 0 for no effect and ±100 for the full control effect; nearly all actives have a fitted effect of over 55% in size
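WRN at 20 nM final was preincubated with compound for 15 min at room temperature; reaction started with 100 nM forked duplex oligonucleotide carrying fluorophore and quencher plus 2 mM ATP (final). Unwinding followed kinetically by red fluorescence (ex 525/em 598 nm).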
The depositor's hits bear a star; u = inconclusive; x = no result given; [ ] = another dose, or the depositor's remark. Unless noted, calls come from the whole dose curve; as a rule, active = well fitted curve in the direction sought with a large enough effect; inconclusive = small, poorly fitted or top-dose-only effect, or another doubt; inactive = no such curve, though single readings can be large; an effect the other way counts as inactive or inconclusive. Compounds as they come; 4.1% or so of the library scored in one or more.

SMILES	EPAC1 agonist	Abeta yeast res	EPAC1 antagonist	PLK1 PBD inh	PI5P4Ka inh	IL2 activator	FUS suppressor	WRN inhibitor
Cc1ccc(Cl)cc1N1CCN(S(=O)(=O)c2c(C)[nH]c(=O)[nH]c2=O)CC1	-0.9%	-3.1%	-7.7%	-4.7%	0.0	-2.2	15.2%	3.6%
Cc1ccc(C(C)C)c(OCC(=O)N/N=C/C2CCCCC2)c1	-7.5%	-28.4%	-19.1%	-4.1%	12.6	-3.9	9.9%	0.5%
O=C(Cn1cc([N+](=O)[O-])cn1)NCc1ccc(-n2cccn2)cc1	-3.0%	-5.4%	5.8%	-5.4%	1.3	-5.4	15.8%	14.0%
Cc1nc(N2CCCCC2)sc1C(=O)c1cccc([N+](=O)[O-])c1	10.6%	13.5%	-10.5%	-12.2%	-2.0	-2.4	19.2%	-28.9%[57.1 µM]
CCCOc1ccc(C(=O)NCC(c2cccs2)N(C)C)cc1OC (centres undefined)	-0.8%	6.3%	-10.7%	-13.1%	2.0	0.8	x	-3.0%
O=C(NCc1ccccc1Cl)[C@H]1CCCN1C(=O)[C@H]1CCCN1C(=O)c1cccc2ccccc12	4.9%	5.2%	-4.8%	1.5%	6.3	0.1	20.2%	-0.3%
CC(C)(C)OC(=O)NC(Cc1ccccc1)C(=O)NC(CSC1CCCCO1)C(=O)NN (centres undefined)	7.1%	-2.8%	3.9%	-3.8%	-0.4	1.1	16.8%	-2.4%
COc1ccc(C(=O)Nc2nc(CC(=O)NCCc3ccccc3OC)cs2)cc1	-4.6%	2.8%	-2.3%	-2.3%	-4.8	1.2	9.9%	-9.9%
Cn1c(SCC(=O)c2ccc3c(c2)OCCO3)nnc1C1CC1	-8.2%	-6.4%	-6.4%	u	-1.8	-1.7	4.9%	3.1%
O=C(CN1CCN(c2ccc(F)cc2)CC1)Nc1cc(C(F)(F)F)ccc1Cl	-2.4%	-1.3%[9.22 µM]	-19.1%	-3.4%	19.5	1.1	-12.4%	-24.3%
C/C(=C\C1CCCCC1)C(NC(=O)c1ccc(C(F)(F)F)cc1)c1ccc(-c2ccccc2)cc1 (centres undefined)	-21.3%	6.9%	-3.1%	-8.2%	0.8	1.0	-5.0%	-3.3%
CN(Cc1nccn1C)C(=O)C1CCC(=O)N(Cc2cccc(C(F)(F)F)c2)C1 (centres undefined)	11.9%	2.3%	-17.0%	-1.1%	4.1	-1.6	3.2%	0.9%
CC1=C(C(=O)NC2CCCCC2C)C2(CCC(C)CC2)OC1=O (centres undefined)	-16.8%	11.9%	0.0%	-5.1%	7.4	-1.7	-12.8%	1.7%
COc1ccc(C(=O)NNC(=O)Nc2ccc(Cl)cc2)cc1	11.4%	4.6%	11.2%	-1.0%	5.2	0.1	14.3%	-11.0%
CC1CCCCC12NC(=O)N(CC(=O)OCc1cccc(F)c1)C2=O (centres undefined)	7.4%	3.6%	-3.5%	2.5%	1.0	-0.4	-12.1%	-0.3%
Cc1c(C)n(Cc2ccccc2)c2ccc(C(=O)O)cc12	3.6%	-10.4%	9.8%	-6.6%	-2.4	-0.8	46.2%	0.6%
CC1CCCCN1C(=O)Cn1c(=O)oc2cc(S(=O)(=O)N3CCCCC3)ccc21 (centres undefined)	-3.0%	-3.4%	-9.8%	-13.3%	-0.5	-2.2	15.0%	7.5%
CCOC(=O)c1ccc(NC(=O)NS(=O)(=O)c2ccc(C)cc2)cc1	6.3%	19.8%	8.7%	0.7%	0.1	0.1	-21.2%	8.3%
CC(=O)Nc1ccc(Sc2ncccc2C(=O)Nc2ccc(OC(F)(F)F)cc2)cn1	-20.5%	0.1%	-6.3%	0.4%	1.6	1.2	x	9.4%
CN(C)CCNC(=O)c1cccc(-c2cccc3nccn23)c1	-0.4%	-4.1%	-4.4%	-7.9%	7.3	-0.8	-18.6%	3.5%
CCOC(=O)c1oc2cc(O)cc(C)c2c1C	-6.0%	5.0%	8.3%	-1.8%	2.2	0.5	x	-1.9%
COc1cc(/C=N/N=C2/NC(=O)C(c3ccccc3)S2)ccc1O (centres undefined)	11.1%	-3.9%	27.8%	-2.4%	-24.7	-0.5	15.6%	-31.5%[57.1 µM]
O/N=C1\CCCCc2ccccc21	1.3%	3.7%	-4.4%	-3.3%	x	-0.2	-10.9%	-9.5%
O=C(O)C1Cc2ccccc2CN1C(=O)CCl (centres undefined)	8.8%	-11.0%	1.6%	-10.9%	2.7	-4.8	-17.8%	0.6%[11.6 µM]
Cc1ccc(S(=O)(=O)NCCC(=O)N2CC(C)OC(C)C2)cc1C (centres undefined)	-4.0%	-13.1%	4.1%	-10.3%	6.1	-1.3	-0.2%	-14.0%
Nc1nc2nc(-c3ccc(F)cc3)cc(C(F)(F)F)n2n1	-0.7%	-12.6%	-2.3%	-0.3%	2.2	0.1	1.3%	0.1%
Nc1ccc(S(=O)(=O)Nc2ccc(Cl)nn2)cc1	-0.2%	1.0%	-2.7%	-7.9%	0.3	0.7	1.9%	-3.6%[11.6 µM]
CCOc1ccccc1OCCCC(=O)NNC(=O)c1cc(C)oc1C	-14.4%	-2.8%	5.2%	0.6%	-1.4	2.4	-29.2%	1.1%
COc1ccc(OC)c(C(=O)CSc2nnc(-c3cccnc3)n2C)c1	-1.9%	16.0%	7.6%	-4.7%	5.1	2.9	16.5%	-7.2%
COc1cc(NC(=O)CSc2nnnn2-c2ccccc2)cc(OC)c1OC	-1.9%	16.3%	8.1%	0.6%	-0.1	0.0	2.6%	3.1%
CN(C(=O)COC(=O)/C=C/c1ccc(Cl)c(Cl)c1)c1c(N)n(Cc2ccccc2)c(=O)[nH]c1=O	-21.6%	-1.2%	-11.1%	1.0%	-4.6	0.0	11.7%	9.7%
CC(=O)N(Cc1ccccc1)c1c(N)nc(N)[nH]c1=O	3.2%	9.7%	5.0%	-5.0%	-2.8	3.2	1.3%	-1.8%
NC(=O)C1(N2CCCCC2)CCN(Cc2ccc(F)cc2)CC1	-3.4%	-3.3%	14.6%	-5.8%	x	3.1	15.4%	2.4%
NC(=O)c1ccccc1NC(=O)CN1CCN(Cc2ccc(Cl)cc2Cl)CC1	0.2%	-1.7%	-10.4%	-15.5%	-2.8	-1.0	15.9%	-21.6%
COc1ccc(CCC2(C)NC(=O)N(C(C)C(=O)Nc3ccccc3F)C2=O)cc1 (centres undefined)	-7.1%	4.3%	19.1%	-0.7%	1.5	0.9	15.0%	10.9%
NC(=O)C1CCN(CC(=O)Nc2nccs2)CC1	6.1%	-12.2%	-6.0%	-8.7%	0.4	-3.3	-11.6%	-7.2%[11.6 µM]
c1csc(Cn2nnnc2CN2CCN(c3nc4ccccc4s3)CC2)c1	9.8%	-18.7%	-7.9%	-18.8%	-4.1	4.2	11.5%	-8.7%
COc1cccc(/C(O)=C2/C(=O)C(=O)N(c3ccccn3)C2c2ccc(OC)c(OC)c2)c1 (centres undefined)	1.5%	12.7%	0.5%	0.8%	-1.3	-2.9	27.6%	3.9%
Cc1ccc(S(=O)(=O)N(C)CC(O)Cn2c3ccccc3c3ccccc32)cc1 (centres undefined)	5.0%	20.0%	-23.0%	-0.6%	15.3	1.3	15.4%	-7.0%
COc1ccccc1NC(=O)COc1ccc(C(=O)NC2CCCc3ccccc32)cc1OC (centres undefined)	5.9%	-2.0%	-16.8%	-3.0%	2.6	1.8	13.6%	-4.7%

In the list so far, these have fluorine:
SMILES	EPAC1 agonist	Abeta yeast res	EPAC1 antagonist	PLK1 PBD inh	PI5P4Ka inh	IL2 activator	FUS suppressor	WRN inhibitor
O=C(CN1CCN(c2ccc(F)cc2)CC1)Nc1cc(C(F)(F)F)ccc1Cl	-2.4%	-1.3%[9.22 µM]	-19.1%	-3.4%	19.5	1.1	-12.4%	-24.3%
C/C(=C\C1CCCCC1)C(NC(=O)c1ccc(C(F)(F)F)cc1)c1ccc(-c2ccccc2)cc1 (centres undefined)	-21.3%	6.9%	-3.1%	-8.2%	0.8	1.0	-5.0%	-3.3%
CN(Cc1nccn1C)C(=O)C1CCC(=O)N(Cc2cccc(C(F)(F)F)c2)C1 (centres undefined)	11.9%	2.3%	-17.0%	-1.1%	4.1	-1.6	3.2%	0.9%
CC1CCCCC12NC(=O)N(CC(=O)OCc1cccc(F)c1)C2=O (centres undefined)	7.4%	3.6%	-3.5%	2.5%	1.0	-0.4	-12.1%	-0.3%
CC(=O)Nc1ccc(Sc2ncccc2C(=O)Nc2ccc(OC(F)(F)F)cc2)cn1	-20.5%	0.1%	-6.3%	0.4%	1.6	1.2	x	9.4%
Nc1nc2nc(-c3ccc(F)cc3)cc(C(F)(F)F)n2n1	-0.7%	-12.6%	-2.3%	-0.3%	2.2	0.1	1.3%	0.1%
NC(=O)C1(N2CCCCC2)CCN(Cc2ccc(F)cc2)CC1	-3.4%	-3.3%	14.6%	-5.8%	x	3.1	15.4%	2.4%
COc1ccc(CCC2(C)NC(=O)N(C(C)C(=O)Nc3ccccc3F)C2=O)cc1 (centres undefined)	-7.1%	4.3%	19.1%	-0.7%	1.5	0.9	15.0%	10.9%

Next section
SMILES	EPAC1 agonist	Abeta yeast res	EPAC1 antagonist	PLK1 PBD inh	PI5P4Ka inh	IL2 activator	FUS suppressor	WRN inhibitor
c1cc(C(c2nnnn2C2CCCC2)N2CCOCC2)ccn1 (centres undefined)	9.0%	2.1%	-1.6%	-6.1%	x	-4.4	-3.0%	-8.6%[57.1 µM]
COc1cccc(NC(=O)CSc2nc3c([nH]c4ccccc43)c(=O)n2C)c1	10.5%	-2.5%	0.9%	-7.1%	2.4	-4.0	-26.2%	-0.6%
O=C(CSc1nc(Cc2ccccc2)nc2ccccc12)Nc1ccc2c(c1)OCCO2	5.0%	-26.3%	-4.4%	-3.6%	x	-1.5	u	-14.4%
CCC[n+]1c(C)sc2c3c(ccc21)CCCC3	4.2%	-19.0%	-23.9%	u	-55.4*	-4.1	35.6%	-27.6%
CCOc1ccccc1-n1c(SCC(=O)NC2CCCC2)nnc1-c1ccoc1C	2.1%	-0.9%	-14.1%	-0.1%	-3.8	-0.2	15.5%	-14.1%
CC(=O)c1ccccc1NC(=O)COC(=O)c1cc[n+]([O-])cc1	2.3%	-10.1%	-25.8%	-0.9%	-0.3	1.0	-30.1%	-0.1%
CCOCCn1[nH]c2ccccc2c1=O	-5.6%	-9.5%	-27.1%	-9.7%	-1.7	-1.3	-16.1%	0.6%
